BRCA1 expr up – increases BRCA1 expression. MCF7-BRCA1-FFLuc reporter, luminescence, 48 h; response scale: scaled: vehicle 0%, 10 µM genistein 100%. Potency, µM (series often up to 46.1 µM), for inactives: top-dose activation, usual class: activators. hit rate 1.1% among 380,000. AID 624202; active = well fitted activation curve with a large enough effect; inconclusive = small, poorly fitted or top-dose-only effect; inactive = no such curve, though single readings can be large or run the other way; note: nearly all actives have a fitted effect of over 80% in size; some results filed as inactive show a strong effect at the top dose
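MCF7 cells carrying a BRCA1-firefly luciferase reporter (2000 cells/well, phenol-red free MEM) were attached for 2 h at 37 °C, then given compounds for 48 h. Luminescence was read 15 min after luciferase reagent; activity normalized to genistein (10 microM) and DMSO.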
* marks the source's active call; other numbers are inactive results; ? = inconclusive. Potency is the fitted concentration of half-maximal effect. An excerpt; count on the stated rates, not on these rows.

SMILES	BRCA1 expr up
Cc1ccc(C(=O)N2CCC2(C)C(=O)NC(C)C)cc1 (configuration not stated)	9%
CCc1nc2ccc(C(=O)Nc3ccc(NC(C)=O)cc3)cn2c1N(C)CCCc1ccccc1	0%
CC1=C(C(=O)OC2CCCCCC2)C(c2cccc(F)c2F)CC(=O)N1 (configuration not stated)	1%
CN(C)CCNC(=O)c1ccc2c(c1)N(Cc1c(F)cccc1Cl)C(=O)c1ccccc1S2	0%
CCSc1nc2ccccc2c(OCc2ccc(Cl)cc2)c1C(=O)OC	-9%
Cc1ccc(NC(=O)Cn2c(=O)n(CCCS(=O)(=O)C3CCCCC3)c(=O)c3ccccc32)cc1F	-2%
O=C(COc1ccccc1C(=O)Nc1ccccc1)Nc1ccccc1Cl	-51%
Cc1ccc(C(=O)N2CCC(c3c[nH]c4ccccc34)(c3c[nH]c4ccccc34)CC2)cc1	-30%
CCN(C)C1CN(Cc2cn(Cc3ccccc3)nn2)S(=O)(=O)C1 (configuration not stated)	9%
CC(C)CC(N)c1csc(Nc2ccccn2)n1 (configuration not stated)	16%
COc1cccc(-c2cc(NC=O)c3ncc(-c4cccc(C(=O)N(C)C)c4)n3c2)c1	-56%
CC12CN3CC(c4ccccc4)(CN(C1)C3c1ccc(O)cc1)C2=O (configuration not stated)	2%
CCOC(=O)C1(C)CCCCCN1C(=O)c1ccc(SC(F)(F)F)cc1 (configuration not stated)	15%
COC(=O)[C@]12CCCCC=C1N(Cc1cccc3ccccc13)C(=O)[C@H](CC(=O)N1CCCCC1)C2	0%
O=C(NCC12CC3CC(CC(C3)C1)C2)c1cc2nc(-c3ccccc3)cc(C(F)(F)F)n2n1	4%
CCc1ccc(-n2nc(C)c3c(C)cc(=O)n(CC(=O)Nc4cc(Cl)ccc4OC)c32)cc1	9%
OC[C@@H]1CN(Cc2ccncc2)C[C@H](n2cnc3c(N4CCCC4)ncnc32)O1	-10%
COC(=O)c1ccc2nc(C)cc(Nc3ccc(O)cc3)c2c1	6%
COc1ccc(NC(=O)CN2C(=O)C3(SCC(=O)N3c3ccccc3)c3ccccc32)cc1Cl (configuration not stated)	-23%
CC(=O)OC[C@@H]1CN(Cc2ccccc2)C[C@H](n2ccc3c(N)ncnc32)O1	-3%
O=[N+]([O-])c1ccccc1S(=O)(=O)NCc1ccccn1	20%
CCc1cccc(C)c1NC(=O)c1cc(S(=O)(=O)N2CCCCCC2)cn1C	-31%
O=Cc1ccc(-c2c(-c3ccccc3)oc3c2C(OCCCCO)CCC3)o1 (configuration not stated)	11%
Nc1[nH]c(C(=O)c2ccccc2)c(-c2ccc(Cl)cc2Cl)c1C(=O)NCCc1c[nH]c2ccccc12	-63%
COc1ccc(-c2ccc(C(=O)Nc3cccc(N(C)C)c3)c3occc23)c(C)c1	2.5µM*
CCCNC(=O)C1(C)CCCN(CC(=O)c2ccccc2OC)C1 (configuration not stated)	1%
COc1cccc(-n2c(SCC(=O)c3ccccc3)nc3c([nH]c4ccccc43)c2=O)c1	3%
COc1ccc(NC(=O)C2=C(C)Nc3ncnn3C2c2ccc[nH]2)cc1 (configuration not stated)	2%
COc1cc(OC)cc(C(=O)Nc2cc(-c3nc4cc(Cl)ccc4o3)ccc2Cl)c1	-30%
CCOC(=O)[C@]12CCC=C1N(Cc1cccc3ccccc13)C(=O)[C@H](CC(=O)NCCCN1CCCC1=O)C2	-6%
CCc1cnc(Nc2nc(C(N)Cc3ccc(F)cc3)cs2)nc1 (configuration not stated)	-57%
COCCNc1nc(NCCOc2ccccc2Cl)c2sc(-c3ccccc3)cc2n1	-14%
Cc1cccc(-n2c(-c3ccco3)nc3c(cnn3-c3ccccc3C)c2=O)c1	-4%
CCc1ccc(CNC(=O)c2cc3cc4ccc(OC)cc4nc3o2)cc1	-7%
Cc1cccc(CNS(=O)(=O)c2ccc(-c3coc(C)n3)cc2)c1	-10%
O=C(Nc1cccc(Cl)c1)c1csc(COCCO)n1	50%
CNc1ccc(C=C2c3ccccc3-c3ccccc32)cc1	-77%
CCOC(=O)Cn1c(=O)n(-c2cccc(Cl)c2)c2nc(-c3ccccc3Cl)nc(C(N)=O)c21	-38%
O=C1c2ccccc2C(=O)N1c1ccc(S(=O)(=O)N2CCOCC2)cc1	10%
CC(=O)c1cccc(NC(=O)c2nc(-c3ccc(C)cc3)n3c2CCCCC3)c1	-30%
COc1ccc(CNc2nc(-c3ccc(OC)c(OC)c3)cc(C(F)(F)F)n2)cc1	-47%
COc1ccc(C)cc1NC(=O)CN1C(=O)CCc2cc(S(=O)(=O)N3CCOCC3)ccc21	6%
Cc1ccnc(NC(c2ccccc2F)c2ccc3cccnc3c2O)c1 (configuration not stated)	-70%
CC(C)CNc1ncnc2c1ncn2[C@H]1CN(Cc2ccc(Cl)cc2)C[C@@H](CO)O1	-8%
Cc1cc(C)c(NC(=O)Cn2c(SCC(=O)NCc3ccccc3)nc3ccccc32)c(C)c1	0%
COCCNC(=O)C1(C)Cc2c(-c3cccc(C(N)=O)c3)ccnc2O1 (configuration not stated)	22%
Cc1nc2c(-c3ccccc3)c(C)nn2c(C)c1CCC(=O)NCc1ccc(Cl)cc1	8%
CC(=O)c1c(C)[nH]c2ccc(OCC(O)CNCCc3ccccc3)cc12 (configuration not stated)	9%
CCCCCCCCCCCCCCCCOC(=O)N1CCN(/[N+]([O-])=N/Oc2ccc([N+](=O)[O-])cc2[N+](C)=O)CC1	-5%
CCn1cc2nc(SCc3cccc(C(F)(F)F)c3)n(Cc3ccc(OC)cc3)c(=O)c2n1	-32%
Other entries
SMILES	BRCA1 expr up
O=C(CSc1nc2c(oc3ccccc32)c(=O)n1-c1ccccc1F)Nc1ccccc1	-12%
CCCCC(CC)CNC(=O)CN(C)S(=O)(=O)c1ccc2c(c1)c(=O)n(C)c(=O)n2C (configuration not stated)	12%
OCCN1CCN(c2nccn3ccnc23)CC1	21%
CCOc1cc(CNc2ccc(O)cc2)cc(Br)c1OCc1ccccc1	-68%
CCN(CC)C(=O)c1csc([C@@H]2O[C@H](CO)[C@H](O)[C@H](O)[C@H]2O)n1	8%
Cc1ccccc1C(=O)N1CCC[C@H]1C(=O)N1CCC[C@H]1C(=O)NCc1ccccn1	16%
CC1(Cc2ccc(OC(F)(F)F)cc2)C(=O)Nc2c(Cl)ccc(Cl)c21 (configuration not stated)	-10%
COc1ccc(C(O)c2nc(-c3cccc(F)c3)cs2)cc1 (configuration not stated)	-31%
Cc1ccc2[nH]c(=O)c(CN(Cc3ccccc3)Cc3nnnn3Cc3ccccc3)cc2c1	-20%
CC(=O)N1CCc2c(sc3c2c(=O)n(-c2cccc(Cl)c2C)c(=O)n3Cc2ccccc2C)C1	-5%
O=C(NCCN1CCC(n2c(=O)[nH]c3ccccc32)CC1)c1ccc(Cl)cc1	6%
CCCCCCC1(C)NC(c2ccc3c(c2)OCO3)=CC(c2ccccc2O)N1 (configuration not stated)	-23%
CC(C)Oc1cc(F)ccc1-c1cc(C(=O)Nc2cccc(Cl)c2)[nH]n1	-54%
COc1ccccc1Nc1nn2c(=O)c3ccc(C(=O)NCCC4=CCCCC4)cc3nc2s1	-71%
O=C(/C=C/c1cn(CC(O)CN2CCCCCC2)c2ccccc12)c1ccccc1 (configuration not stated)	-32%
O=S(=O)(c1ccc(F)cc1)N1CCN(c2nc(-c3ccc(F)cc3)nc3cc(Cl)ccc23)CC1	4%
CC(C)C1Cc2[nH][nH]c(=O)c2C(c2ccc(Cl)cc2)O1 (configuration not stated)	32%
O=c1oc2cc(O)ccc2cc1-c1nc2ccccc2o1	85%
CC1CCN(S(=O)(=O)c2ccc3c(ccc(=O)n3CC(=O)NCc3ccc(Cl)cc3)c2)CC1	-26%
O=S(=O)(Nc1ccc(O)c2ncccc12)c1ccccc1F	10%

Quoted from the listing for reference:
SMILES	BRCA1 expr up
O=C(NCCN1CCC(n2c(=O)[nH]c3ccccc32)CC1)c1ccc(Cl)cc1	6%
CCCCCCC1(C)NC(c2ccc3c(c2)OCO3)=CC(c2ccccc2O)N1 (configuration not stated)	-23%
CC(C)Oc1cc(F)ccc1-c1cc(C(=O)Nc2cccc(Cl)c2)[nH]n1	-54%
COc1ccccc1Nc1nn2c(=O)c3ccc(C(=O)NCCC4=CCCCC4)cc3nc2s1	-71%
O=C(/C=C/c1cn(CC(O)CN2CCCCCC2)c2ccccc12)c1ccccc1 (configuration not stated)	-32%

Following part.
SMILES	BRCA1 expr up
CCc1nc2ccc(C(=O)N(C)CCN(C)C)cn2c1N(C)CCC(C)C	21%
CC(C)Oc1ccc(F)cc1-c1cc(C(=O)NCc2cc(C(F)(F)F)cc(C(F)(F)F)c2)[nH]n1	-57%
COc1ccc(Br)cc1C(=O)Nc1ccc(-c2nc3ncccc3o2)cc1C	-12%
COc1ccc(CCNC(=O)CCCn2c(=O)c3ccccc3n(CC(=O)Nc3ccccc3C)c2=O)cc1OC	11%
C[C@H]1CN([C@@H](C)CO)C(=O)CCCn2cc(nn2)CO[C@@H]1CN(C)C(=O)c1ccc(N2CCN(C)CC2)cc1	3%
CCC(c1nc2ccccc2[nH]1)N(Cc1cccnc1)C(=O)c1cc(-c2ccccc2)on1 (configuration not stated)	20%
CCOC(=O)[C@]12CCCC=C1N(Cc1ccc3c(c1)OCO3)C(=O)[C@H](CC(=O)NCc1ccc(C)o1)C2	-12%
COc1ccc(NC(=O)CN2C(=O)C3(SCC(=O)N3c3cccc(OC)c3)c3ccccc32)cc1 (configuration not stated)	-12%
CCCCc1nn2c(=O)cc(CN(CC)c3ccccc3)nc2s1	2%
CCCN(C(=O)c1cc2c(Cl)nc3ccccc3c2s1)c1cccc(C)c1	39%

Some of the entries above in another layout:
molecule,BRCA1 expr up
CC(C)Oc1ccc(F)cc1-c1cc(C(=O)NCc2cc(C(F)(F)F)cc(C(F)(F)F)c2)[nH]n1,-57%
CCCN(C(=O)c1cc2c(Cl)nc3ccccc3c2s1)c1cccc(C)c1,39%
COc1ccc(CCNC(=O)CCCn2c(=O)c3ccccc3n(CC(=O)Nc3ccccc3C)c2=O)cc1OC,11%

New compounds follow
SMILES	BRCA1 expr up
CC(=O)OC[C@@H]1CN(Cc2ccccc2)C[C@H](n2cnc3c(N4CCN(c5ccccc5)CC4)ncnc32)O1	-14%
O=C(NC1CCCCC1)C(c1cc2ccccc2o1)N1CCOCC1 (configuration not stated)	-3%
CCOC(=O)[C@]12CCC=C1N(Cc1ccccc1)C(=O)[C@H](CC(=O)NCCCN1CCCC1=O)C2	9%
COCCNC(=O)C1(C)CCCN(Cc2ccc(OCc3ccccc3)cc2)C1 (configuration not stated)	0%
CCOC(=O)C1=CCC(c2cccc3ccccc23)N(S(=O)(=O)c2ccc(C)cc2)C1 (configuration not stated)	-22%
CN1OC[C@@H]2CN(Cc3ccccc3)[C@H](c3ccc(N4CCCCC4)cc3)C[C@@H]21	-12%
Cc1ccc2c(c1)c1c(c(=O)n(Cc3ccccc3)c(=O)n1CC(=O)Nc1ccccc1C)n2C	21%
COc1ccc(-c2c(C)nn3c(N4CCC(C(=O)NCCC(C)C)CC4)cc(C)nc23)cc1OC	-10%
CCCCc1c(-c2ccccc2Br)ncn1CCc1ccccc1OC	-44%
COc1cc(OC)c(OC)cc1/C=C/c1nccc2ccccc12	?

Three structures from above, arranged by molecular weight, smallest number first:
SMILES	BRCA1 expr up
O=C(NC1CCCCC1)C(c1cc2ccccc2o1)N1CCOCC1 (configuration not stated)	-3%
CCOC(=O)[C@]12CCC=C1N(Cc1ccccc1)C(=O)[C@H](CC(=O)NCCCN1CCCC1=O)C2	9%
CC(=O)OC[C@@H]1CN(Cc2ccccc2)C[C@H](n2cnc3c(N4CCN(c5ccccc5)CC4)ncnc32)O1	-14%

Following part:
SMILES	BRCA1 expr up
COc1ccc(CCn2c3c(c(=O)[nH]c2=S)CN(Cc2ccccc2)CN3)cc1OC	0%
CCCCCCn1cc(CN2CC(N3CCN(C4CCN(C)CC4)CC3)CS2(=O)=O)nn1 (configuration not stated)	14%
COc1ccc(-c2nc3sc(CCNC(=O)c4cccc(C(F)(F)F)c4)c(C)n3n2)cc1	6.3µM*
COc1ccc(CNC(=O)N2CCc3nc(Nc4cc(OC)c(OC)c(OC)c4)ncc3C2)cc1	3%
CC(=O)Nc1cc(-c2ccc(C(=O)N3CCOCC3)cc2)cn2c(-c3ccccc3)cnc12	-1%
CCN(CC)c1ccc(NC(=O)Cn2c(C)c3cnn(-c4ccccc4)c(=O)c3c2C)c(C)c1	-8%
Cc1ccc(CNC(=O)c2ccc3c(c2)NC(=O)C(CS(=O)(=O)Cc2cccc(F)c2)N3)cc1 (configuration not stated)	0%
C#Cc1ccc(NC(=O)C2(C)CCN2C(=O)C/C=C/c2ccccc2)cc1 (configuration not stated)	-7%
CCCCn1nnnc1C(c1ccccc1)N1CCc2ccccc2C1 (configuration not stated)	0%
O=C(O)CCn1cnc2onc(-c3ccccc3Cl)c2c1=O	4%
CCCS(=O)(=O)NC(=O)C1(C)CCN(C(=O)c2cncc(Br)c2)C1 (configuration not stated)	5%
O=C(c1cc2ccccc2[nH]1)c1cc2cc(O)ccc2[nH]1	36%
O=C1c2[nH]nc(-c3ccc(Br)cc3)c2C(c2cccc(O)c2)N1c1ccc(Cl)cc1 (configuration not stated)	-77%
CC(C)C[C@H]1CN([C@@H](CC(C)C)CN2CCC[C@@H]2CN2C(=S)NC[C@@H]2Cc2ccc(O)cc2)C(=S)N1CCc1ccccc1	-19%
Cc1cc(NC(=O)CN2CCC(O)CC2)nc2c1c(=O)oc1ccccc12	21%
Cc1ccc(C)c(CN2C(=O)c3ccccc3S(=O)c3ccc(C(=O)N(C)Cc4ccccc4)cc32)c1 (configuration not stated)	-23%
N#Cc1ccc(S(=O)(=O)N2CCCCC2c2cc(C(=O)NCc3ccccc3)no2)cc1 (configuration not stated)	0%
CC(=O)c1cccc(-c2ccnc3c2CC(C(=O)NC(C)C)O3)c1 (configuration not stated)	0%

From PubChem
